# Compound activity deposited in PubChem by several laboratories.
# LEDGF integ inh – blockers of LEDGF/p75-dependent integrase strand transfer – biochemical, TR-FRET, high throughput, primary screen; HIV-1 integrase (with human LEDGF/p75); TR-FRET IN-LEDGF/p75 DNA integration, Eu/Cy5; inhibition, % at 3.7 µM; hit rate 0.64% among 370,000; AID 743269, 2014;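 active = inhibition above the screen-wide mean plus 3 SD, cut at about 13% in these data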;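 note: signal is the Cy5 over europium emission ratio at 671 and 618 nm; 0% = plate median of compound wells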
# NR1D1 modulator – modulators of Rev-erb alpha DNA binding, primary screen, biochemical, FITC-DNA, fluorescence polarization, uHTS | Nuclear receptor subfamily 1 group D member 1 (Homo sapiens), P20393 | AID 1259318, 2017 | Rev-erbα–FITC-DNA binding, 90 min | hit rate 0.79% among 370,000 | activity, % at 10 µM;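 active = activity above about 14%, limit read from the data; passing the limit was not always enough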;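 note: 0% = DMSO wells with 35 nM protein and 100% = DMSO wells with 750 nM protein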
# rCAG RNA binder – binders of r(CAG) RNA repeats, primary screen, biochemical, fluorescence. r(CAG) RNA repeat, TO-PRO-1 dye displacement fluorescence. inhibition, % at 3 µM. hit rate 1.3% among 370,000. AID 651821, 2012;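 active = inhibition above the plate cutoff, the mean of all test compounds on that plate plus 3 SD, cut at about 35% in these data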;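 note: 0% = DMSO alone and 100% = 100 µM mitoxantrone as full dye displacement; higher means more dye released from RNA so lower well fluorescence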
# HTRA1 inhibitor – HTRA1 serine protease inhibitors, primary screen, biochemical, fluorescence polarization, HTS | Q92743 | recombinant HTRA1, FP-rhodamine activity-based probe | inhibition, % at 5.96 µM | hit rate 0.5% among 340,000 | AID 504803, 2011; in the data active = inhibition above about 36%;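 note: 0% = enzyme with DMSO and 100% = wells lacking enzyme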
# Target sequence (Q92743 whole entry, looked up): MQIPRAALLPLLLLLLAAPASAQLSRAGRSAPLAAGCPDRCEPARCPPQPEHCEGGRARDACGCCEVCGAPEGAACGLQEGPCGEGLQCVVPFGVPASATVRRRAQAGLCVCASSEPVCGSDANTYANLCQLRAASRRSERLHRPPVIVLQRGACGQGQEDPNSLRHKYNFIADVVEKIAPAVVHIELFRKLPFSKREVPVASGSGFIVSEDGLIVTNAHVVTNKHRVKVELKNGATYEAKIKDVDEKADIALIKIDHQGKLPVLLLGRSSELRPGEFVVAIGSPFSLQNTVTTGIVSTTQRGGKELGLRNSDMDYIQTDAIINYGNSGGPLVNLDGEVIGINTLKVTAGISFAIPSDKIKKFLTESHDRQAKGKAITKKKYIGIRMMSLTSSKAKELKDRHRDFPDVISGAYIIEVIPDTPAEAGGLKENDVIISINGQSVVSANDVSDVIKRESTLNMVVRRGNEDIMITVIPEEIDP
# TDP2 inh – human TDP2 enzyme inhibitors, primary screen, biochemical, epi absorbance, recombinant enzyme; Tyrosyl-DNA phosphodiesterase 2 (Homo sapiens), O95551; T5PNP hydrolysis, p-nitrophenol absorbance 415 nm; inhibition, % at 12.8 µM; hit rate 0.34% among 370,000;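 active = inhibition above the mean of all tested compounds plus 3 SD, set per campaign, cut at about 25% in these data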;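 note: 0% = DMSO with enzyme and 100% = buffer with substrate but no TDP2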
# Target sequence (O95551 whole entry, looked up): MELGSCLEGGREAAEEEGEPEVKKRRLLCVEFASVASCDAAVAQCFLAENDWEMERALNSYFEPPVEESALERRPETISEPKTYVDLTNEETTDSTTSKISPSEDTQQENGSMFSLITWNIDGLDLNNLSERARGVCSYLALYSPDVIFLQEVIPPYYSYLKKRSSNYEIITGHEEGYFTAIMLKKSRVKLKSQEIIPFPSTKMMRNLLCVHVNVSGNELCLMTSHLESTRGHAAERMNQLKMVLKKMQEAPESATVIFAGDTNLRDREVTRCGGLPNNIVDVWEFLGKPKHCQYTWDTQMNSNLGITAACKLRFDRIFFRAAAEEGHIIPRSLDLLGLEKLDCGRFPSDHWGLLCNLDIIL
#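 Assay system: Recombinant human TDP2 | Quantity: 120 nM TDP2 per well | Incubation: 2 h at 37 °C | Signal: Epi absorbance | Evaluation: Percent inhibition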
# SIAE primary – human SIAE inhibitors, primary screen, biochemical, fluorescence polarization, FP-Rh probe, 1536-well HTS; SIAE FP-Rh probe binding; inhibition, % at 9.66 µM; hit rate 0.69% among 370,000;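 active = inhibition above a cutoff: mean of compounds within the control limits plus 3 SD of those, cut at about 17% in these data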;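 note: 0% = plate median of compound wells and 100% = probe without SIAE protein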
# TCR-CD3 inh – inhibitors of human TCR-CD3 interaction, primary screen, biochemical, fluorescence, TAMRA-labeled TCR probe; T-cell receptor (TCR); inhibition, % at 9.4 µM; hit rate 0.37% among 360,000; in the data active = inhibition above about 19%;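 note: recombinant mutant TCR 2C K166C tagged with TAMRA read by polarization; 0% = receptor in buffer alone and 100% = receptor with positive control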
# PG9 Ab binder – binders of HIV-1 gp120 antibody PG9, primary screen, biochemical, TR-FRET | HIV-1 gp120 / PG9 antibody interaction | TR-FRET gp120-PG9 antibody binding | inhibition, % at 6.7 µM | hit rate 0.43% among 360,000 | AID 624416, 2012; in the data active = inhibition above about 8.5%
# PRMT1 FP inh – PRMT1 methyltransferase inhibitors, primary screen, biochemical, fluorescence polarization; Protein arginine N-methyltransferase 1 (Homo sapiens), Q99873; recombinant PRMT1, activity-based probe fluorescence polarization; inhibition, % at 2.79 µM; hit rate 1.3% among 370,000; AID 652257, 2013;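 active = inhibition above about 21% made by adding two undisclosed values, limit read from the data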
# mABHD4 FP – ABHD4 inhibitors, primary screen, biochemical, fluorescence polarization, mouse; purified mABHD4, FP-Rh probe fluorescence polarization; (Lyso)-N-acylphosphatidylethanolamine lipase (Mus musculus), Q8VD66; inhibition, % at 8.92 µM; AID 720543, 2013; hit rate 0.54% among 370,000;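 active = inhibition exceeding the mean over every tested compound plus 3 SD, cut at about 30% in these data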;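 note: 0% = plate median of compound wells and 100% = S159A mutant with DMSO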
#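 Assay system: mABHD4 protein; medium: HEPES pH 7.0, NaCl, Pluronic buffer; dosing: 8.92 µM, single dose; schedule: 45 min + 60 min at 25 °C; signal: FP readout, ex 525 nm / em 598 nm; read-out: normalized percent inhibition of probe labeling; repeats: single replicate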
# * marks the source's active call; other numbers are inactive results; / = not tested or not shown. This is a subset, so the mix of outcomes need not match the whole.
no.	Structure	LEDGF integ inh	NR1D1 modulator	rCAG RNA binder	HTRA1 inhibitor	TDP2 inh	SIAE primary	TCR-CD3 inh	PG9 Ab binder	PRMT1 FP inh	mABHD4 FP
1	Cc1nn(C)c(C)c1NC(=O)c1ccccc1NC(=O)Nc1ccccc1	-2	-7	-2	2	-4	1	-2	-1.9	2	6
2	CCOc1ccccc1NC(=O)CS(=O)(=O)c1cn(CC(=O)N2CCOCC2)c2ccccc12	-2	-2	-4	6	1	7	-4	-1.8	-7	-3
3	NC(=O)C1CCN(C(=O)COc2ccc(S(=O)(=O)NC3CCCC3)cc2)CC1	2	-7	-1	2	14	6	-1	-2.8	-3	-2
4	Cc1cc(C(=O)NCCc2ccc(Cl)cc2)c2ccccc2n1	0	-1	0	-4	22	-1	0	1.0	2	-1
5	CC(C)C(=O)Nc1ccc(O)c(-c2csc(N)n2)c1	-7	-2	-2	-9	0	2	3	-1.8	2	9
6	O=C(NCCc1ccccc1)c1c[nH]c2c(F)cccc2c1=O	2	0	-3	-3	8	-2	-1	-2.1	-1	-3
7	Cc1csc(=O)n1CC(=O)Nc1ccc(Cl)cc1F	-2	8	1	3	-2	-6	1	-1.4	2	2
8	O=C(NN(Cc1ccccc1)Cc1ccccc1)c1ccccc1	3	7	-1	-11	10	-1	-1	-0.1	3	3
9	COc1ccc(NC(=O)c2cc(-c3ccco3)on2)c(OC)c1	3	-7	9	2	0	-2	-4	-0.5	-6	-8
10	CCCCNC(=O)C[C@H]1C[C@@]2(C(=O)OC)C(=C[C@H](C3CCCC3)O[C@@H]2C)N(Cc2ccc(Cl)cc2Cl)C1=O	-4	-3	4	/	-2	-1	/	/	3	-9
11	COC(=O)C1=C(C)N(Cc2ccccc2C(F)(F)F)C(=NCc2ccc(OC)cc2)NC1c1cccc(F)c1 (stereo not given)	-3	-2	5	/	2	1	-4	-0.7	-1	42*
12	COc1ccc2c3n(nc2c1)CCN=C3c1ccc(Cl)cc1	-1	4	3	-2	5	5	1	-0.6	3	5
13	COc1ccc(Br)cc1CN(C)C(=O)c1cnc(C)cn1	2	1	-3	-2	-14	3	1	0.1	7	-6
14	Cc1oc(-c2cccc(Cl)c2)nc1CN(C)C1CCOC1 (stereo not given)	0	0	-6	2	-5	-7	-10	0.8	1	-9
15	Cc1c(Cl)cccc1NC(=O)CCS(=O)(=O)c1cccc2nonc12	-1	-2	0	1	5	-1	-6	0.8	0	3
16	CC(C)[C@H]1C=C(C(=O)O)O[C@@H](OCCCCO)C1	-1	-3	1	0	12	3	-3	1.4	-2	2
17	c1ccc(CCNCC2COc3ccccc3O2)cc1 (stereo not given)	-4	-1	-5	5	1	-5	2	1.0	4	0
18	COc1ccccc1CCn1cnc(-c2cccc(Cl)c2)c1CC(C)C	-2	-3	-1	/	-5	1	0	-1.2	6	-2
19	O=C(Nc1nc2ccccc2s1)C1CC(=O)N(c2ccccc2)C1 (stereo not given)	2	3	2	-10	-22	-8	-3	-1.3	-2	-14
20	COC(=O)c1cccc(NC(=O)NC2CCCN2S(=O)(=O)c2ccc(Cl)cc2)c1 (stereo not given)	-1	-2	6	-21	-5	-1	4	0.3	2	1
21	Cc1cc(C)cc(NC(=O)COC(=O)COc2ccc(N(C)S(=O)(=O)c3cccs3)cc2)c1	-2	-2	8	-11	2	-19	-8	2.7	4	1
22	COc1ccc2c(c1)OC[C@H]1[C@H]2N2C(=O)CN(CCc3c[nH]c4ccccc34)C(=O)[C@@]2(C)[C@H]1c1ccccc1	6	-1	9	-26	4	-3	3	-1.5	1	-10
23	C=CCN1C(=O)c2ccc(C(=O)N(C)CC(=O)Nc3ccc(Br)cc3C)cc2C1=O	5	4	0	-7	-10	-1	0	-1.4	-2	-4
24	Cc1ccc(S(=O)(=O)Nc2nc3ccccc3nc2N2CCc3ccccc3C2)cc1	1	3	5	-24	-12	-5	0	-1.2	0	-12
25	O=C(O)c1cc2ncc(-c3[nH]ncc3[N+](=O)[O-])cn2n1	-1	-4	4	3	4	5	5	-0.3	2	7
26	CCOC(=O)C1(CC2CCCCO2)CCN(S(=O)(=O)c2ccsc2)CC1 (stereo not given)	0	-5	-5	2	7	4	8	-0.3	-2	-2
27	COc1cccc(-c2cnc3c(NC(C)=O)cc(-c4ccccc4OC)cn23)c1	-6	0	8	/	-4	-2	2	0.5	4	-7
28	CC(C)n1c(CNC(=O)c2ccccc2F)nnc1SCC(=O)c1ccc(F)cc1	4	-3	20	6	-2	4	11	-2.3	6	11
29	c1ccc(-c2cncnc2)cc1	0	7	0	0	-1	-2	4	-1.3	-1	5
30	O=[N+]([O-])c1cccc(S(=O)(=O)NCCc2cn3ccccc3n2)c1	-1	-1	4	-2	9	7	1	-1.5	-6	0
31	COc1ccc(NC(C)=O)cc1S(=O)(=O)NC(Cc1ccccc1)C(=O)NC(C)c1ccccn1 (stereo not given)	-1	-1	1	12	6	8	-3	1.3	3	3
32	Cc1cc(OCC(=O)OCC(=O)N(C)Cc2ccccc2C)ccc1Cl	4	6	-1	-11	1	1	5	-1.0	0	3
33	COc1ccccc1-n1ccnc1SCC(=O)NC(C)(C)C	0	8	-6	4	5	4	11	-1.4	-2	-1
34	Cc1ccc(C)c(NC(=O)CSc2nnc(C)c(=O)n2N)c1	1	2	-4	3	-10	-7	-5	-1.2	12	-9
35	Cn1cc(CC(=O)NCCCN2CCOCC2)c2ccccc21	1	0	-4	1	-6	8	3	1.2	-4	-3
36	COCCN(C(=O)COC(=O)c1cccc2ccccc12)c1c(N)n(Cc2ccccc2)c(=O)[nH]c1=O	-1	-2	-2	-8	0	-1	8	-1.5	-2	9
37	CC1(C(=O)NS(=O)(=O)c2ccc3ccccc3c2)CCN1C(=O)C1(c2ccc(Cl)cc2)CCC1 (stereo not given)	0	2	69*	/	-4	-2	4	0.8	0	27
38	CCOC(=O)c1cccc(NC(=O)Cn2cc3c(n2)CCC(C)C3)c1 (stereo not given)	-2	-1	1	-11	2	0	0	0.6	-2	0
39	CC(=O)N1CCc2ccc(S(=O)(=O)N3CCN(C)CC3)cc21	1	-2	5	-1	9	-1	5	-1.3	0	2
40	C#CCNC(=O)C1=C[C@@H](c2coc3ccccc3c2=O)C[C@@H](OCc2ccc(CO)cc2)O1	0	4	-7	-9	-11	-1	-2	0.4	-4	2
41	N#Cc1nc(COc2ccccc2F)oc1NCCCn1ccnc1	-1	1	4	-5	-10	0	5	0.0	-4	0
42	O=C(O)c1ccc(N/N=C/c2ccc(F)c(F)c2)cc1	2	-7	11	1	0	10	-1	-6.2	5	12
43	O=C(CN1CCN(c2cccc(Cl)c2)CC1)NC1CCCc2ccccc21 (stereo not given)	-3	4	-5	-13	-11	0	-1	2.1	0	-4
44	Cn1cc(CCOCc2ccc(Br)cc2)c2ccccc21	-1	6	3	/	-3	-4	-2	1.6	6	6
45	c1coc(CN2CN=C(Nc3nc4ccccc4s3)NC2)c1	1	-4	-4	0	-3	-3	7	1.5	0	6
46	CCN(CC)CCn1c(NCc2ccco2)nc2ccccc21	6	-3	-3	0	-3	-8	1	-1.2	1	1
47	Cc1ccc(CNC(=O)C(Cc2ccccc2)NS(=O)(=O)c2ccc(Br)s2)cc1 (stereo not given)	-1	2	2	-41	-5	-16	-2	-0.2	1	-13
48	Cc1c(C#N)c(N=CN(C)C)c(C(=O)c2ccc(Br)cc2)n1-c1ccccc1	2	1	-4	-1	-8	-4	-1	-1.9	4	-2
49	Cn1c(C(=O)OCC(=O)NCCc2ccccc2)cc2sccc21	0	3	-4	-2	7	-4	7	-1.3	4	-2
50	COCc1cc(=O)[nH]c(/N=C(\N)Nc2ccc(C)cc2)n1	-1	-2	-2	6	-3	-8	2	-2.0	0	4
51	O=C(O)CNS(=O)(=O)c1ccc2c(c1)CCCC2	4	0	0	2	7	3	1	0.1	2	0
52	OCCNCC1(O)C2CC3CC(C2)CC1C3 (stereo not given)	1	0	4	-1	-8	8	-5	3.6	4	-6
53	O=C(OCC(=O)N1CCCCC1)c1ccccc1SCC(=O)N1CCCCC1	1	-3	-3	1	9	1	14	-1.9	0	1
54	Cn1c(=O)c(C(=O)NNC(=O)c2cccc(Cl)c2)c(O)c2ccccc21	-2	1	2	0	-14	2	22*	0.7	1	1
55	CC(OC(=O)COc1ccccc1Cc1ccccc1)C(=O)N(C)c1ccccc1 (stereo not given)	5	5	-4	-20	-4	4	6	-1.4	-1	-13
56	COc1cc(C=O)ccc1OC(=O)c1cccnc1	-4	-5	-3	-2	-13	3	6	-0.5	-3	1
57	O=C(Nc1ccon1)c1sc2ccccc2c1Cl	-3	0	1	-3	15	0	9	-0.6	1	4
58	COc1ccccc1NS(=O)(=O)c1cccc(C(=O)N/N=C/c2ccc(OCC(=O)O)cc2)c1	0	0	15	-2	1	2	0	0.0	-5	-12
59	C=CCNCC(=O)Nc1sc2c(c1C(=O)Nc1ccc(OC)cc1OC)CCC2	4	-2	12	0	-3	6	-1	1.1	1	3
60	N#CCc1c(C#N)c(N)nc(N2CCN(Cc3ccc4c(c3)OCO4)CC2)c1C#N	0	-2	16	3	-7	-4	3	0.8	19	-12

# Down the list, from the results shown.
# Compounds 54–60 in mABHD4 FP, in turn: 1, -13, 1, 4, -12, 3, -12

# Next part.
no.	Structure	LEDGF integ inh	NR1D1 modulator	rCAG RNA binder	HTRA1 inhibitor	TDP2 inh	SIAE primary	TCR-CD3 inh	PG9 Ab binder	PRMT1 FP inh	mABHD4 FP
61	COC(=O)Oc1ccc(/C=N/NC(=O)CN(c2ccccc2Cl)S(C)(=O)=O)cc1OC	1	2	-2	8	5	12	4	0.5	-5	-4
62	Cc1cc(C)c(OCCNC(=O)c2ccccc2Sc2ccccc2C#N)c(C)c1	0	5	-3	-55	-3	-6	6	-0.1	-3	-14
63	O=[N+]([O-])c1nn(-c2ccc3c(c2)OCCO3)n(O)c1=Nc1ccc(Cl)cc1	0	/	2	2	-4	5	-7	-0.1	1	10
64	O=S1(=O)CC(N2CCN(Cc3ccccc3F)CC2)CN1Cc1cn(Cc2ccc(F)cc2)nn1 (stereo not given)	1	-6	1	/	-10	3	-3	-0.1	3	-4
65	CCOCCCNC(=O)c1c(N)n(-c2ccc(S(N)(=O)=O)cc2)c2nc3ccccc3nc12	-2	0	6	-3	-2	0	-6	-0.2	4	-2
